# STK33 inh = STK33 kinase inhibitors, primary screen, biochemical, luminescence, ADP-Glo, MBP substrate; Serine/threonine-protein kinase 33 (Homo sapiens), Q9BYT3; inhibition, % at 12.5 µM; 27,000 compounds, 0.44% hits; in the data active means inhibition above about 20%
# Target sequence (Q9BYT3 whole entry, looked up): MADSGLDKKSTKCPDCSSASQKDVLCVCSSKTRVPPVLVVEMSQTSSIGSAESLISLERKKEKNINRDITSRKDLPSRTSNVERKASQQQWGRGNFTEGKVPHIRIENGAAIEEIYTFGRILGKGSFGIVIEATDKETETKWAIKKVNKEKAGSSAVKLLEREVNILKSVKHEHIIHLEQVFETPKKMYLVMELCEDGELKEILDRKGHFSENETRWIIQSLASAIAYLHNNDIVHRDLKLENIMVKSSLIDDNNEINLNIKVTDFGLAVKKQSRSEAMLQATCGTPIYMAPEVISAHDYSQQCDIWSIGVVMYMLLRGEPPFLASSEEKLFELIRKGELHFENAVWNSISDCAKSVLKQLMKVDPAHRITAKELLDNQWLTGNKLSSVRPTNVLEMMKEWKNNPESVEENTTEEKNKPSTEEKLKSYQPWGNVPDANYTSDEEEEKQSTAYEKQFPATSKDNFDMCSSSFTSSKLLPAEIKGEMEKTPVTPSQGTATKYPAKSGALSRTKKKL
# mut p53 react = mutant p53 pathway re-activators, primary screen, cell-based, SW480, luciferase, single point, HTS. 28,000 compounds, 1.5% hits. AID 624151, 2012. activation, % at 9.98 µM. SW480 PUMA-promoter luciferase, p53 mutant reactivation; in the data active means activation above about 52%
# * = called active by the depositor; x = no result given; & = joins results of further samples. An excerpt. The share of hits here may be higher or lower than overall.
[1] COc1ccc(C(=O)c2ccccc2)c(O)c1
[2] N=c1nc(N2CCCCC2)cc(N)n1O
[3] Cc1scc2c1N(C(=O)CN1CCN(C)CC1)c1ccccc1NC2=O
[4] CCCOc1ccc2nc(NC(=O)OC)[nH]c2c1
[5] CCCOc1ccc(C(=O)OCCN(CC)CC)cc1N

Assay by compound,1,2,3,4,5
STK33 inh,-1,-2&4,1&-17,-1,-12
mut p53 react,x,8,0,x,7

[6] COc1ccc(-c2oc3c(CC=C(C)C)c(O[C@@H]4O[C@H](CO)[C@@H](O)[C@H](O)[C@H]4O)cc(O)c3c(=O)c2O[C@@H]2O[C@@H](C)[C@H](O)[C@@H](O)[C@H]2O)cc1
[7] CCN(CC)CCOc1ccc(Cc2ccccc2)cc1
[8] CC(Cc1cccc(C(F)(F)F)c1)NCCOC(=O)c1ccccc1 (stereo not given)
[9] COc1ccc(-c2cc(C(F)F)nn2-c2ccc(S(N)(=O)=O)cc2)cc1F
[10] O=C(O)c1cc(=O)c2ccccc2o1

Assay by compound,6,7,8,9,10
STK33 inh,-1,x,-2,4,6
mut p53 react,x,-11,x,7,x

[11] CCN(CCCCOC(=O)c1ccc(OC)c(OC)c1)C(C)Cc1ccc(OC)cc1 (stereo not given)
[12] C[C@@H]1O[C@@H](O[C@H]2[C@H](Oc3cc(O)c4c(=O)cc(-c5ccc(O)cc5)oc4c3)O[C@H](CO)[C@@H](O)[C@@H]2O)[C@H](O)[C@H](O)[C@H]1O
[13] O=C(CCN1CCN(CCO)CC1)N1c2ccccc2Sc2ccc(C(F)(F)F)cc21
[14] CCc1cccc(CC)c1NC(=O)CN(CC(=O)O)CC(=O)O
[15] C[C@@H]1CC[C@]2(C(=O)O)CC[C@]3(C)C(=CCC4[C@@]5(C)C[C@@H](O)[C@H](O)[C@@](C)(CO)C5CC[C@]43C)C2[C@H]1C (stereo not given in full)

Assay by compound,11,12,13,14,15
STK33 inh,-4,9,-1,x,-2
mut p53 react,-1,17,5,-16,x

# Retrieved one by one from the list above, two records:
[13] O=C(CCN1CCN(CCO)CC1)N1c2ccccc2Sc2ccc(C(F)(F)F)cc21
[11] CCN(CCCCOC(=O)c1ccc(OC)c(OC)c1)C(C)Cc1ccc(OC)cc1 (stereo not given)

Assay by compound,13,11
STK33 inh,-1,-4
mut p53 react,5,-1

# (more compounds)
[16] Nc1c2ccccc2nc2ccccc12
[17] CCc1ccccc1OC[C@@H](O)CN[C@H]1CCCc2ccccc21
[18] CN(C)CCCSc1ccccc1NC(=O)/C=C/c1ccccc1
[19] CC(C)(C)NCC(O)COc1cccc2c1CC(O)C(O)C2 (stereo not given)
[20] C[C@@H]1C[C@H]2[C@@H]3CCC4=CC(=O)C=C[C@]4(C)[C@@]3(Cl)[C@@H](O)C[C@]2(C)[C@@]1(OC(=O)c1ccco1)C(=O)CCl

Assay by compound,16,17,18,19,20
STK33 inh,0,x,1,0,2
mut p53 react,x,-31,12&16,3,x

[21] COc1cc(N)c(Cl)cc1C(=O)N[C@@H]1CCN(CCCOc2ccc(F)cc2)C[C@@H]1OC
[22] CN(C)C/C=C(\c1ccc(Br)cc1)c1cccnc1
[23] CCCCC(=O)O[C@]1(C(=O)CO)[C@@H](C)CC2C3CCC4=CC(=O)C=C[C@]4(C)[C@@]3(F)C(O)C[C@@]21C (stereo not given in full)
[24] COc1cc(N)c(Cl)cc1C(=O)N[C@H]1CCN(CCCOc2ccc(F)cc2)C[C@H]1OC
[25] Cc1cc(=O)oc2cc(O)ccc12

Assay by compound,21,22,23,24,25
STK33 inh,x,x,4,-1,0
mut p53 react,1,-5,x,-7,-18

[26] Cn1ccc2cc3c(cc21)CCN3C(=O)Nc1cccnc1
[27] CCCCOc1cc(C(=O)OCCN(CC)CC)ccc1N
[28] CC(C)(C)NCC(O)COc1cccc2c1C[C@H](O)[C@H](O)C2 (stereo not given in full)
[29] CCn1cc(C(=O)O)c(=O)c2cc(F)c(N3CCNC(C)C3)c(F)c21 (stereo not given)
[30] CC[C@]12CCCN3CCc4c(n(c5ccccc45)[C@](O)(C(=O)OC)C1)[C@@H]32

Assay by compound,26,27,28,29,30
STK33 inh,x,1,-4,-5,3
mut p53 react,69*,11,x,x,x

# Compounds listed so far that contain a CF3 group:
[8] CC(Cc1cccc(C(F)(F)F)c1)NCCOC(=O)c1ccccc1 (stereo not given)
[13] O=C(CCN1CCN(CCO)CC1)N1c2ccccc2Sc2ccc(C(F)(F)F)cc21

Assay by compound,8,13
STK33 inh,-2,-1
mut p53 react,x,5

# An excerpt of these results, as labelled records.
28. CC(C)(C)NCC(O)COc1cccc2c1C[C@H](O)[C@H](O)C2 (stereo not given in full)
  STK33 inh: -4
  mut p53 react: x
27. CCCCOc1cc(C(=O)OCCN(CC)CC)ccc1N
  STK33 inh: 1
  mut p53 react: 11

# (continued)
[31] CCCCN(CCCC)CCCOC(=O)c1ccc(N)cc1
[32] C=CCN1C[C@H](C(=O)N(CCCN(C)C)C(=O)NCC)C[C@@H]2c3cccc4[nH]cc(c34)C[C@H]21
[33] O=C1c2c(O)ccc(O)c2C(=O)c2c(NCCNCCO)ccc(NCCNCCO)c21
[34] CN(C(=O)c1c(O)c2ccccc2n(C)c1=O)c1ccccc1

Assay by compound,31,32,33,34
STK33 inh,-1,4,58*,x
mut p53 react,17,19,x,-13
